NCI-60 one-dose screen, 48 h, at 10 µM unless noted. Numbers give growth in % (100 = growth as untreated, 0 = no growth, -100 = all killed).
HOP-92: HOP-92 NSCLC cells; hit rate 6.3% among 71,000
HOP-62: HOP-62 NSCLC | hit rate 3.9% among 80,000
CCRF-CEM: CCRF-CEM leukemia | hit rate 7% among 77,000 | AID 1794778
RPMI-8226: RPMI-8226 leukemia cells | hit rate 7.5% among 77,000 | AID 1794781
A549/ATCC: A549/ATCC NSCLC. hit rate 3.7% among 81,000. AID 1794740
MOLT-4: MOLT-4 leukemia cells. AID 1794779. hit rate 6.9% among 80,000
EKVX: EKVX NSCLC. hit rate 3% among 71,000. AID 1794765
M14: M14 melanoma. hit rate 6.2% among 80,000
* = called active by the depositor; nt = not tested or not shown; [ ] = dose if it differs, or a comment. How the source made its calls: active means growth percent below 10; inactive means the rest.

Every second line gives: CCRF-CEM, EKVX, M14, HOP-62, MOLT-4, A549/ATCC, HOP-92, RPMI-8226
O=C(CSc1nnc(-c2cccs2)n1-c1ccccc1)Nc1cccc(F)c1
    92, 93, 103, 88, 87, 100, 98, 93
O=C(/C=C/c1ccccc1Cl)c1ccc(Cl)cc1
    89, 97, 109, nt, 88, 94, 85, 70
COc1cc(-c2noc(CNC(=O)OCc3ccccc3)n2)cc(OC)c1OC
    101, 92, 99, 93, 113, 99, 84, 93
CCOC(=O)c1sc(Nc2ccc(OC)cc2)nc1C
    85, 88, 76, 88, 97, 75, 91, 95
S=C(Cc1ccccc1)N1CCOCC1
    113, 114, 110, 107, 109, 108, 99, 107
Cc1sc2ncn(CC(=O)Nc3ccc(S(=O)(=O)Nc4ncccn4)cc3)c(=O)c2c1C
    103, 98, 108, 100, 100, 98, 119, 98
CCN1C(=O)S/C(=C\c2ccc(Cl)c(Cl)c2)C1=O
    93, 99, 95, 72, 95, 105, 88, 102
CCCCCCCCCCCCCCCc1ccc(N)c(OC2OC(CO)C(O)C(O)C2O)c1 (centres undefined)
    5.5*, 82, 83, 74, 61, 86, 82, 29
COc1ccc(OC)c(/C=C/c2nc(SCc3ccccc3)n(-c3ccc(Cl)cc3)n2)c1
    24, 74, 14, 79, 30, 46, nt, 43
CN1C(=O)C(=Cc2cn(Cc3cn(Cc4cccc5ccccc45)nn3)c3ccccc23)C(=O)N(C)C1=S
    102, 92, 90, 94, 92, 117, 93, 103
COC(=O)c1ccc(C(=O)OC)c2nn3c(N)nnc3nc12
    104, 137, 102, 99, 105, 137, 95, 95
CC(=O)C1CCC2C3CC(C)=C4CC(O)CCC4(C)C3CCC12C (centres undefined)
    92, 79, 98, 124, 80, 100, 102, nt
O=C(Nc1c(F)cccc1F)c1cc2cc(Nc3nc(-c4ccccc4)nc4ccccc34)ccc2oc1=O
    47, 106, 43, 105, 47, 89, 104, 50
C[C@@H](Nc1c(C#N)cnc2ccc(-c3cnc4[nH]ncc4c3)cc12)c1ccccc1
    0.3*, -32*, 30, 35, -35*, 5.7*, -11*, -1.8*
O=C1CCC(N2Cc3c(NCc4ccc(-c5ccccc5)cc4)cccc3C2=O)C(=O)N1 (centres undefined)
    20, 84, 75, 74, 13, 72, 24, 68
CCOC(=O)C(CC(C(=O)OCC)C(=O)OCC)C(=O)OCC
    97, nt, 108, 101, 104, 97, 83, 98
O=C(Cc1ccccc1)N(c1ccccc1)c1ccccc1
    98, 92, 121, 95, 90, 103, 80, 97
COc1ccc2[nH]cc(C(=O)O)c2c1
    107, 97, 104, 106, 111, 100, 90, 101
O=[N+]([O-])c1ccc(Br)cc1
    106, 116, nt, 94, 98, 108, 87, 108
O=C(Nc1ncc(Cc2ccccc2)s1)c1ccc2c(c1)OCCCO2
    16, 37, 3.3*, 32, 21, 33, 59, 14
Cc1c(Br)cccc1-c1nnc(C(c2ccc(F)cc2)N2CCCCC2)o1 (centres undefined)
    99, 82, 96, 102, 106, 104, 113, 92
C=CCOC(=O)C1=C(C)NC2=C(C(=O)CC(c3ccc(Cl)cc3)C2)C1c1cccnc1 (centres undefined)
    75, 83, 64, 87, 77, 77, 65, 56
CCCCCCCCCCCC(=O)OC(C)C(=O)NCCCC (centres undefined)
    101, nt, 105, 94, 88, 99, 98, 104
O=C1OCCN1/N=C\c1ccccc1
    98, 91, 107, 84, 101, 83, 97, 102
CC1=NN=C(N2N=C(c3cc4ccccc4o3)CC2c2c[nH]c3ccccc23)SC1 (centres undefined)
    106, 73, 93, 95, 100, 90, 104, nt
COC(=O)C1C2CC3c4[nH]c5cc(OC)ccc5c4CCN3CC2CC(OC(=O)CCc2cc(OC)c(OC)c(OC)c2)C1OC (centres undefined)
    91, 70, 87, 62, 80, 60, 67, 95
Cc1ccc(NC(=O)c2sc3nc4c(cc3c2N)C(=O)CCC4)cc1Cl
    104, 86, 122, 110, 108, 101, nt, 105
Nc1ccc(N(O)/C=C2\C=CC=CC2=O)cc1N
    58, 96, 101, 96, 73, 94, 91, 53
COc1ccc(/C=C2\C(=O)N=C3N2NC(=O)C(=O)N3c2ccccc2)cc1
    104, 73, 101, 99, 103, 100, 90, 92
COc1ccc(/C=C/C(=O)c2ccc(NC(=O)COc3cccc4cccnc34)cc2)cc1OC
    67, 91, 98, 103, 63, 90, 103, 17

In the list so far, two have two or more sulfur atoms:
Every second line gives: CCRF-CEM, EKVX, M14, HOP-62, MOLT-4, A549/ATCC, HOP-92, RPMI-8226
O=C(CSc1nnc(-c2cccs2)n1-c1ccccc1)Nc1cccc(F)c1
    92, 93, 103, 88, 87, 100, 98, 93
Cc1sc2ncn(CC(=O)Nc3ccc(S(=O)(=O)Nc4ncccn4)cc3)c(=O)c2c1C
    103, 98, 108, 100, 100, 98, 119, 98

Following part:
Every second line gives: CCRF-CEM, EKVX, M14, HOP-62, MOLT-4, A549/ATCC, HOP-92, RPMI-8226
O=C(O)C(Cc1ccccc1)N1C(=O)C2C3CCC(C3)C2C1=O (centres undefined)
    99, nt, 109, nt, 95, 100, 100, 100
CCSc1oc(-c2ccccc2)nc1[P+](c1ccccc1)(c1ccccc1)c1ccccc1
    11, 11, 7.6*, 0.3*, 1.3*, 9.3*, -28*, -19*
CCCn1nc(C(=O)N2CCCCC2)c2c1CCC(NCCCN1CCCC1=O)C2 (centres undefined)
    122, 99, 96, 96, 102, 102, 88, 113
COc1ccc(-c2cc(-c3ccc(Cl)cc3)nc(SCCCCCCC(=O)NO)n2)cc1OC
    nt, 52, 44, 62, 16, 58, 41, -9.2*
CCCc1cc(=O)n2c(C(=O)Nc3cccc(C(=O)OCC)c3)c(C(=O)Nc3ccc(F)cc3)sc2n1
    41[30 µM], 93[30 µM], 75[30 µM], 37[30 µM], 127[30 µM], 3.6*[30 µM], -32*[30 µM], 57[30 µM]
CCCC(=O)OP(=O)(O)OC(=O)CCC
    nt, nt, 105, 105, 90, 93, 79, 82
O=C1/C(=C/c2ccc(F)cc2)C=C(c2ccccc2)N1CCc1ccccc1
    95, 57, 46, -3.7*, nt, 41, 7.5*, 89
O=C1Nc2ccc(F)cc2/C1=C/c1cc(-c2ccc3c(c2)OCO3)n[nH]1
    93, nt, 98, 99, nt, 97, nt, 93
c1ccc(-c2nc3ccccc3[nH]2)c(OCCCCCOc2ccccc2-c2nc3ccccc3[nH]2)c1
    -44*, 68, 95, 124, 56, 8.8*, -21*, 24
NC(=S)N/N=C/c1ccc(OC(=O)COc2cc(Cl)c(Cl)cc2Cl)cn1
    41, 106, 41, 86, 31, 107, 49, 76
O=C1CSC(c2cn(-c3ccccc3)nc2-c2ccc(Cl)c(Cl)c2)N1c1cccc(F)c1 (centres undefined)
    106, 92, 102, 101, 107, 101, 92, 112
Cn1cc(-c2nc(N)nnc2-c2c[nH]c3ccccc23)c2cc(Br)cnc21
    20, 30, 8.7*, 28, 14, 16, nt, 13
O=c1ccc(=O)n(-c2nc(O)c(N=Nc3ccc([N+](=O)[O-])cc3)s2)[nH]1
    91, 90, 100, 78, 95, 108, 91, 99
O=C(O)C1CC(c2ccccc2)=NN1/C=c1\sc2ncnn2c1=O (centres undefined)
    106, 104, 100, 99, 88, 101, nt, 124
Cc1cc(C2=NN(C(=O)C3CCC3)C(c3ccc[nH]3)C2)ccc1-n1ccc(C(F)(F)F)n1 (centres undefined)
    87, 84, 89, 102, 71, 87, 102, 66
CN(C)CCN1CCN(C)CC1
    101, 102, 115, 96, 99, 101, nt, 106
CCN1CCN(c2nc(C)cc(N(CCCNc3ccnc4cc(Cl)ccc34)Cc3ccc4c(c3)OCO4)n2)CC1
    -13*, 36, -88*, -42*, -14*, 5.3*, -34*, -42*
CCOC(=O)c1csc(NC(=O)c2ccc(N3CCCCC3)c([N+](=O)[O-])c2)n1
    113, 102, 95, 96, 103, 98, 83, 101
Cc1cc2nnn3c(=O)cc(C)n3c2cc1C
    19, 101, 106, 102, 83, 113, 94, 91
N#CCc1ccc([N+](=O)[O-])cc1
    100, 98, 101, 91, 74, 97, 93, 109
COc1ccccc1/C=C1\Oc2cc(OCCN3CCC(Cc4ccccc4)CC3)ccc2C1=O
    71, 86, 66, 103, 72, 96, 58, nt
CCC(C)(c1ccccc1)c1ccccc1
    103, 111, 102, 105, 104, 100, 71, 110
COc1ccccc1/C=N\Nc1ccc([N+](=O)[O-])cn1
    106, 93, 94, 106, 103, 105, nt, nt
COc1ccc(/C(=C2\O[C@@H]([C@H](O)CO)[C@H]3OC(C)(C)O[C@@H]23)c2cc(OC)c(OC)c(OC)c2)cc1O
    95, 97, 48, 88, 78, 89, nt, 73
N=C(N)c1ccc(-c2ccc(-c3ccccc3)s2)cc1
    21, 85, 81, 75, -3.6*, 60, 73, -4.1*
COc1c2ccccc2c(OC)c2[nH]c(=O)ccc12
    -59*, 28, -46*, -13*, 69, -34*, 73, 55
CC(=O)OCC1OC(OC2C(OC(C)=O)C(OC(C)=O)COC2(COC(C)=O)OC(C)=O)C(OC(C)=O)C(OC(C)=O)C1OC(C)=O (centres undefined)
    101, 100, 103, 89, 110, 97, 105, 105
C=C1c2nc3ccccc3n2C=C(c2cccc(Cl)c2)N1Cc1ccc(OC)cc1
    47, 8.8*, 22, 41, 8.1*, 14, 78, -16*
O=C(CN1C(=O)S/C(=C\C(Cl)=C\c2ccccc2)C1=O)NCCCn1ccnc1
    5.1*, 41, 21, 85, 6.2*, 85, 53, 1.0*
Cc1ccc(NC(=S)Nc2ccccc2)c(C)c1
    99, nt, 96, 96, 97, 100, 90, 102

Continued:
Every second line gives: CCRF-CEM, EKVX, M14, HOP-62, MOLT-4, A549/ATCC, HOP-92, RPMI-8226
Cc1ccc(-c2csc(NC(=O)CSc3nc(-c4ccccc4)cc(=O)[nH]3)n2)cc1
    89, 91, 105, 100, 74, 92, 83, 78
CCC(CC)C(=O)O.[Ag]
    101, nt, 96, 101, 110, 94, 95, 97
CC12CC[C@@H]3[C@]4(C)COC(c5cn[nH]c5-c5cccc(Br)c5)O[C@@H]4CC[C@@]3(C)[C@@H]1CC(C1=CCOC1=O)O2 (some centres undefined)
    9.7*, 28, 22, 70, 4.4*, 25, nt, 13
O=C(O)/C=C(\CCc1ccccc1)C(=O)O
    104, 103, 106, 107, 103, 105, 109, 105
O=C(O)CCSCCC(=O)O
    100, nt, 109, 102, 108, 103, 92, nt
CCCCCO/N=C\c1c2c(O)c3c(O)c(C)c4c(c3c1O)C(=O)C(C)(O/C=C\C(OC)C(C)C(OC(C)=O)C(C)C(O)C(C)C(O)C(C)/C=C\C=C(\C)C(=O)N2)O4 (centres undefined)
    19, 27, 28, 35, 14, 21, -6.0*, 13
COc1cc2c(cc1OC(=O)C(Cl)Cl)c1c3c(OC)c(OC)c(OC)c4c5cc(OC)c(OC(=O)C(Cl)Cl)cc5c(c5c(OC)c(OC)c(OC)c2c51)c43
    33, 94, 94, 98, 25, 87, 93, 63
Cc1ccnc(NS(=O)(=O)c2ccc(NC3Nc4nc5ccccc5nc4S3)cc2)n1 (centres undefined)
    84, 85, 107, 81, 103, 102, 79, 107
CCCCCCCCOC(=O)c1ccccn1
    nt, 107, nt, 93, 116, 107, 107, 101
CCOC(=O)c1ccc2c(c1)nc(-c1ccccc1)n2C1CCCCC1
    79, 83, 88, 65, 85, 68, 92, 64
CN(C)Cc1cccs1
    80, 103, 95, 69, 96, 94, 97, 102
NS(=O)(=O)c1ccc(CCn2c(SCC(=O)c3ccccc3)nc3ccccc3c2=O)cc1
    99, 102, 100, 96, 97, 95, 107, 101
CC(C)C(NS(=O)(=O)c1ccc(N=NC2CCC(N(C)C)CC2)cc1)C(=O)NCCOCCOCC(=O)NC(CCCCNC(=O)C(CCCCNC(=O)CC(=O)Nc1ccccc1Oc1ncc(C(F)(F)F)cc1Cl)NC(=O)COCCOCCNC(=O)c1ccc(N2CCN(Cc3ccc(Cl)cc3)CC2)c([N+](=O)[O-])c1)C(=O)NCCOCCOCC(=O)NC(CCCCNC(=O)CN1CCN(CC(=O)O)CCN(CC(=O)O)CCN(CC(=O)O)CC1)C(=O)O (centres undefined)
    94, 99, 104, 98, 105, 96, 96, 90
C[C@H]1[C@H]2C3=CC[C@@H]4[C@@]5(C)C/C(=C/c6ccncc6)C(=O)C(C)(C)[C@@H]5CC[C@@]4(C)[C@]3(C)CC[C@@]2(C(=O)N2CCN(C)CC2)CC[C@@H]1C
    65, 78, 66, 75, 52, 64, 43, 50
COc1cc(-c2csc(NC(=O)c3cc(F)cc(C(F)(F)F)c3)n2)cc(OC)c1OC
    17, 50, 24, 39, 26, 64, 51, -4.3*
COc1ccc(-c2ncc(-c3ccccc3)[nH]2)cc1OC
    18, 106, 119, 112, -82*, 110, 93, 89
Cc1ccc(C2=NN3C(C2)c2ccccc2OC3c2ccc3noc(-c4ccccc4)c3c2)cc1 (centres undefined)
    99, 91, 103, 90, 109, 105, 104, 99
CCCNC(=O)c1ccccc1C(=O)NC1(C(=O)NCCC)CCCC1
    106, 114, 103, 95, nt, 102, 101, nt
CCN1CCN(c2ccc(Nc3ncc4ccc5ncn(C(C)C)c5c4n3)nc2)CC1
    4.9*, -6.8*, -24*, -7.7*, 2.5*, 9.9*, 14, nt
COc1ccc(C(=O)Nc2cccc(C3CCc4c(cc(OC)c(OC)c4OC)O3)c2)cc1 (centres undefined)
    36, 55, 34, 40, 23, 43, 61, 24
Cn1c(=O)[nH]c(=O)c2nc(/C=C/c3cccc(C(F)(F)F)c3)c(=O)[nH]c21
    111, 103, 104, 104, 110, 103, 98, 110
CCC(=O)Nc1ccc(OCc2nnc(-c3ccc(OC)cc3)o2)c(F)c1
    nt, nt, 100, 81, 101, 91, nt, 83

Record cards (already shown). Screens in order: CCRF-CEM | EKVX | M14 | HOP-62 | MOLT-4 | A549/ATCC | HOP-92 | RPMI-8226
CCCCCCCCOC(=O)c1ccccn1 in the list: nt | 107 | nt | 93 | 116 | 107 | 107 | 101
COc1ccc(-c2ncc(-c3ccccc3)[nH]2)cc1OC in the list: 18 | 106 | 119 | 112 | -82* | 110 | 93 | 89
O=C(O)/C=C(\CCc1ccccc1)C(=O)O in the list: 104 | 103 | 106 | 107 | 103 | 105 | 109 | 105
